# MITF primary = MITF inhibitors, primary screen, biochemical, AlphaScreen, human; Microphthalmia-associated transcription factor (Homo sapiens), O75030; 0.91% of 650,000 active; AlphaScreen MITF homodimerization, bead proximity signal; inhibition, % at 2.6 µM; in the data active means inhibition above about 50%;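 further: 0% = vehicle wells with protein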
# Target sequence (O75030 whole entry, looked up): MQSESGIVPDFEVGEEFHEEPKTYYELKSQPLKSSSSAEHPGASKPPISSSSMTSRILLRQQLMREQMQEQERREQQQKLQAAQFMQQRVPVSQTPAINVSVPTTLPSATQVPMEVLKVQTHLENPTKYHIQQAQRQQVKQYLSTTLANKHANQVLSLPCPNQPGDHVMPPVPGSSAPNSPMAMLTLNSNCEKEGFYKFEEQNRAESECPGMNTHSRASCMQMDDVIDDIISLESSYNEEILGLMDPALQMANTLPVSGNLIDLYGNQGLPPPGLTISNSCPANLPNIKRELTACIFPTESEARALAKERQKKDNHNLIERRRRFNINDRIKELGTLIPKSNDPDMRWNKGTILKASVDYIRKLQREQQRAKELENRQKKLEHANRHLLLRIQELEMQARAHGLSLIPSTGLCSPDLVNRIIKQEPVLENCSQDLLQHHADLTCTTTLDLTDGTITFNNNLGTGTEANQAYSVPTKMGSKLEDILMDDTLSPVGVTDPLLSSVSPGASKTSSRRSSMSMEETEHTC
# FBW7 act = FBW7 E3 ligase activators, primary screen, biochemical, AlphaScreen, human. normalized activity (activation), % at 26.1 µM. AlphaScreen FBW7–phospho-cyclin E peptide binding, activator screen. F-box/WD repeat-containing protein 7 (Homo sapiens), Q969H0. 0.13% of 650,000 active; in the data active means normalized activity above about 1.9%;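 further: purified mutant Fbw7 with reduced substrate affinity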
# TEAD-YAP inh = TEAD-YAP interaction inhibition, primary screen, TEAD-YAP interaction inhibitor project, luminescence, HEK-TIYL cells | TEAD-Gal4/YAP UAS-luciferase luminescence | inhibition, % at 9.12 µM | 1.4% of 640,000 active | AID 1259422, 2018; in the data active means inhibition above about 32%;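 further: 0% = median of test compound wells and 100% = reference inhibitor wells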
# GPR151 ag = activators of human GPR151, primary screen, cell-based, PathHunter beta-arrestin, luminescence; PathHunter beta-arrestin GPR151 cells; activation, % at 11.2 µM; 1% of 650,000 active; in the data active means activation above about 4.9%;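 further: 0% = median of compound wells and 100% = cells with positive control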
# Target sequence (Q8TDV0 whole entry, looked up): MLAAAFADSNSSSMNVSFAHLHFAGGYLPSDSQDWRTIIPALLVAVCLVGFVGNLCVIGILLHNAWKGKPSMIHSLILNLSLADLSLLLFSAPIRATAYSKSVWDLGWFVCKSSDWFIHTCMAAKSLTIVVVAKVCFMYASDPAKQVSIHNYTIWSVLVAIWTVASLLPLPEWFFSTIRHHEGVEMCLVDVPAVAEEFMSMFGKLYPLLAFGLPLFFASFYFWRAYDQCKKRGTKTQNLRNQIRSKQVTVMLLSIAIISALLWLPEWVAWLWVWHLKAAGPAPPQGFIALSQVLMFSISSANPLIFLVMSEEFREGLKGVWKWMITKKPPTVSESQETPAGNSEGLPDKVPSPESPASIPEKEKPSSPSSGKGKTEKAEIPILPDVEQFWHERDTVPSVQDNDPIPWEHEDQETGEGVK
# The depositor's hits bear a star.
SMILES,MITF primary,FBW7 act,TEAD-YAP inh,GPR151 ag
Cc1cccc2c1cnn2C(=O)CCC(=O)O,6,0.8,9,-0.5
COc1ccc(-n2ncc3c(Nc4cccc(C)c4)ncnc32)cc1,-14,0.1,-14,1.0
CCOC(=O)C1CCCN(C(=O)c2ccco2)C1 (stereo not given),9,0.5,-5,-0.6
CSCCC(=O)NCC1CCC2(CCN(S(=O)(=O)c3cccs3)CC2)O1 (stereo not given),8,0.0,3,0.0
CC(=O)c1cc(C(=O)c2ccccc2)n2c1c(-c1ccc3ccccc3n1)cc1ccccc12,8,0.1,-5,-0.2
COc1cc(C2/C(=C(/O)c3ccc(F)cc3)C(=O)C(=O)N2Cc2cccnc2)ccc1O (stereo not given),-5,-0.1,9,-0.9
O=C1c2ccccc2C(=O)N1N1C(=O)c2cccc3c([N+](=O)[O-])ccc(c23)C1=O,3,0.0,12,0.2
CCc1ccc2nc3sc(C(=O)N4CCCCC4)c(N)c3cc2c1,3,-0.1,-3,0.7
CC(C)(C)C(=O)N1CCN(c2ccc([N+](=O)[O-])c(N3CCCCC3)c2)CC1,19,-0.3,-29,0.4
CCc1nnc(NS(=O)(=O)c2ccc(NC(=O)Nc3ccc(F)cc3)cc2)s1,16,-0.1,1,-1.1
COc1ccc(CN(CCCN(C)C)CCCN(C)C)cc1OCc1ccccc1,47,-0.1,3,0.3
COc1ccc(Cl)cc1C(=O)NCCn1ccc2ccccc21,1,0.3,-9,-0.5
C=C(C)COc1c(I)cc(C=O)cc1OC,10,0.0,10,6.6*
CC(=O)OC1CC2CCC(C1)N2C(=O)N1c2ccccc2C=Cc2ccccc21 (stereo not given),9,0.0,22,-1.1
CCC(C)NC(=O)c1ccc2c(c1)N(Cc1cccc(Cl)c1)C(=O)CS2 (stereo not given),7,1.0,12,-1.8
C=CCN(CC=C)C(=O)Nc1cccc(Cl)c1,10,0.1,1,-0.9
O=C(NCCn1ncc2c(N3CCN(c4ccccc4)CC3)ncnc21)c1ccccc1F,-12,0.1,48*,0.0
COC(=O)c1c(C)oc2ccc(OC(C)C(=O)O)cc12 (stereo not given),-1,-0.1,-6,-0.4
CN(CC(O)CN1C(=O)c2ccccc2C1=O)c1ccc(Cl)cc1 (stereo not given),6,0.1,0,0.2
COC(=O)C1CCN(C(=O)COC(=O)COc2ccc(C#N)cc2)CC1,10,0.5,-7,1.2
CCOc1cccc(C2CC(c3cccc(OC)c3)=NC(c3ccc(C(=O)OC)cc3)N2)c1O (stereo not given),9,0.1,-10,-1.1
O=C1c2ccccc2C(=O)c2c([N+](=O)[O-])ccc(N3CCCCC3)c21,44,-0.8,10,-1.3
COc1ccc(-n2nc3ccc(NC(=O)c4ccc(Cl)c([N+](=O)[O-])c4)cc3n2)cc1,-1,0.1,-4,1.0
C=CCN1C(=O)C2C(C(=O)Nc3ccccc3C)C3C=CC2(O3)C1C(=O)NC1CCCC1 (stereo not given),16,0.9,5,0.1
COc1ccc(/C=C2\N=C(c3cccc(Br)c3)OC2=O)cc1OC,-7,0.1,8,-0.5
N#Cc1c(N2CCN(C(=S)NCc3ccccc3)CC2)nc(-c2ccccc2)c2c1CCCC2,6,-0.1,4,-0.3
CC(=O)Nc1ccc(/C(C)=N\Nc2ccc([N+](=O)[O-])cc2[N+](=O)[O-])cc1,16,0.0,9,-1.9
CCOc1cc(NC(=O)C(C(F)(F)F)C(F)(F)F)c(OCC)cc1NC(=O)c1ccccc1,14,0.2,-9,-0.5
CCOCCOC(=O)C1=C(C)NC(=O)CC1c1c(F)cccc1Cl (stereo not given),17,0.4,-2,-0.1
Cc1cc(=O)oc2cc(OCC(=O)N(c3ccccc3)C(C)C)ccc12,13,0.2,-9,-1.0
CN(C)C(=O)COc1cc(-c2ccnc(N)n2)ccc1NC(=O)C1COc2ccc(F)cc2C1 (stereo not given),8,0.0,14,-1.0
C/C(=N/NC(=O)c1ccccc1N)c1cccs1,-8,0.1,-66,-1.4
CC(C)CCn1c(=O)c2sccc2n2c(CCCC(=O)NC3CC3)nnc12,4,-0.1,6,5.0*
CCOC(=O)C1(C)C=C(Nc2ccc([N+](=O)[O-])cc2)C(=O)N1c1ccc([N+](=O)[O-])cc1 (stereo not given),4,0.4,1,0.0
NNC(=O)c1cc(-c2ccco2)nn1-c1ccccn1,2,0.1,-3,0.7
Cc1cnc(CNc2cc(-c3ccncc3)nc(-c3cccnc3)n2)nc1,9,-0.3,1,-0.9
CSc1nccc(-c2cc(Cl)c3c(c2)CC(CNC(=O)C2CCOC2)O3)n1 (stereo not given),9,0.7,22,-1.0
CCCn1c(=O)c2ccccc2n2c(SCC(=O)NCc3ccccc3)nnc12,23,1.2,-9,-0.4
O=C(O)c1ccccc1C(=O)c1ccc(F)c(F)c1,-6,0.4,0,2.2
CC[n+]1ccccc1/C=C/c1ccc(N(C)C)cc1,1,-0.3,47*,2.5

# The last five records of the section before are carried over, then new ones follow.
SMILES,MITF primary,FBW7 act,TEAD-YAP inh,GPR151 ag
Cc1cnc(CNc2cc(-c3ccncc3)nc(-c3cccnc3)n2)nc1,9,-0.3,1,-0.9
CSc1nccc(-c2cc(Cl)c3c(c2)CC(CNC(=O)C2CCOC2)O3)n1 (stereo not given),9,0.7,22,-1.0
CCCn1c(=O)c2ccccc2n2c(SCC(=O)NCc3ccccc3)nnc12,23,1.2,-9,-0.4
O=C(O)c1ccccc1C(=O)c1ccc(F)c(F)c1,-6,0.4,0,2.2
CC[n+]1ccccc1/C=C/c1ccc(N(C)C)cc1,1,-0.3,47*,2.5
Cc1ccc(-n2nc3c(c2NC(=O)c2c(F)cccc2F)CS(=O)(=O)C3)c(C)c1,5,0.0,2,-1.2
COc1ccc(CN2CCNC(=O)C2CC(=O)NCCc2ccccc2OC)c(F)c1 (stereo not given),-6,0.0,-9,-1.0
COc1ccc(NC(=O)CN2CCN(S(=O)(=O)c3ccc(F)cc3)CC2)cc1,-4,-0.1,-1,-0.3
CCOc1ccc2c(-c3cc4ccccc4oc3=O)cc(=O)oc2c1,1,0.1,-1,1.8
COc1ccc(/C=C/c2cc(C(F)(F)F)[nH]c(=O)n2)cc1Br,1,-0.1,-6,-0.2
Cc1c(C(=O)NCC2COc3ccccc3O2)sc2ncn(CC(=O)N3CC(C)CC(C)C3)c(=O)c12 (stereo not given),9,-0.2,5,-0.2
CCOC(=O)c1sc(NC(=O)COc2ccccc2Cl)c(C(=O)OCC)c1C,8,0.1,11,0.9
O=C(COC(=O)c1cc(O)c2ccccc2c1O)Nc1ccc(F)cc1[N+](=O)[O-],-3,0.4,-2,-1.4
N#CCc1nc(C(c2ccccc2)c2ccccc2)no1,-1,-0.1,-9,2.0
COc1cc(/C=C2\SC(=Nc3cc(C)cc(C)c3)NC2=O)cc(Br)c1O,18,0.7,-15,0.3
O=C(NCCOc1ccccc1)c1cccc(C(=O)NCCOc2ccccc2)c1,-7,0.1,-10,0.1
Cc1c(N2C(=O)CS/C2=N\N=C\c2ccccc2O)c(=O)n(-c2ccccc2)n1C,-17,-0.1,14,0.3
Cc1cccc(C(=O)NNS(=O)(=O)c2ccc(F)cc2)c1,13,0.2,7,-0.3
O=C(Nc1c(Cl)cc([N+](=O)[O-])cc1Cl)C(C(F)(F)F)C(F)(F)F,7,0.6,12,0.0
O=C(COc1ccc(C(F)(F)F)cc1[N+](=O)[O-])NC1CCS(=O)(=O)C1 (stereo not given),-4,0.1,5,0.5
COc1ccc(NC(=O)Cn2ccn(-c3ccc(Cl)cc3)c2=O)cc1,9,0.1,10,-0.7
CC(=O)Oc1ccccc1C1C[C@]2(C)CC(=O)NC2N1C(C)=O (stereo not given in full),-3,-0.1,11,-1.0
Cc1ccc(-c2nc3ncccn3c2NC(=O)Cc2ccccc2)cc1,-4,0.2,2,2.2
CC(=O)c1sc(NC(=O)c2ccc([N+](=O)[O-])cc2[N+](=O)[O-])nc1-c1ccccc1,-3,0.0,11,0.8
O=C(CSc1nnc2ncccn12)Nc1ccc2c(c1)OCCO2,14,0.1,18,-0.8

# Compound profiles, as listed above. Order of screens: MITF primary | FBW7 act | TEAD-YAP inh | GPR151 ag
# Listed for `Cc1ccc(-n2nc3c(c2NC(=O)c2c(F)cccc2F)CS(=O)(=O)C3)c(C)c1` → 5 | 0.0 | 2 | -1.2
# Listed for `COc1ccc(CN2CCNC(=O)C2CC(=O)NCCc2ccccc2OC)c(F)c1` (stereo not given) → -6 | 0.0 | -9 | -1.0

# (next part)
SMILES,MITF primary,FBW7 act,TEAD-YAP inh,GPR151 ag
Nc1c([N+](=O)[O-])cc(Br)c2nsnc12,0,-0.1,-2,0.3
Cc1ccc(CCN=c2c([N+](=O)[O-])nn(-c3ccc(Cl)cc3)n2O)cc1,32,-0.2,3,-0.9
O=C(CN1CCC(n2cnc3cccnc32)CC1)NC(c1ccccc1)c1ccccc1,5,0.0,-11,1.6
O=C(NCC(c1ccco1)N1CCN(c2ccccc2)CC1)c1ccccc1 (stereo not given),17,0.2,-2,1.4
O=C(CN1CCN(C(c2ccccc2)c2ccccc2)CC1)N1CCCC1,9,0.1,8,1.5
Cc1ccc(NC(=O)C(=O)C2C(=O)Nc3ccccc32)cc1 (stereo not given),-10,0.1,-16,-1.1
Cc1c(C)n2c3c(=O)n(C)c(=O)n(C)c3nc2n1CCCn1ccnc1,8,-0.2,9,1.5
CC(=O)Nc1ccc2c3c(cc(=O)n2C)-c2ccccc2C(=O)c13,10,-0.1,-9,-0.2
C=CCNC(=O)CSc1nc(C)c(C)c(C)n1,6,-0.1,3,0.0
COc1ccc(C(=O)N2CCCCC2)cc1S(=O)(=O)Nc1cccc(Br)c1,9,0.1,8,-0.6
CCOc1ccc(/C=C2/SC(N3CCOCC3)=NC2=O)c(OCC)c1,-1,-0.1,-37,0.4
CCOC(=O)C(=Cc1cc(Br)c(O)c(OC)c1)C(=O)OCC,7,0.0,9,3.1
O=C(Cn1nnc2ccccc21)Nc1nc2ccccc2s1,-4,-0.1,2,1.0
CCOc1cccc2c1OC(c1ccc(OC)c(OC)c1)N1N=C(c3ccc(F)cc3)CC21 (stereo not given),-10,0.0,-21,-2.1
Cc1cc(C)cc(NC(=O)c2sc3ncn(Cc4ccccc4F)c(=O)c3c2C)c1,4,0.6,16,0.4
COc1ccccc1C1/C(=C(/O)c2ccccc2)C(=O)C(=O)N1CC(C)O (stereo not given),-7,-0.1,-9,0.4
Cc1nnc(NC(=O)COC(=O)CSc2nc(-c3ccccc3)cc(-c3ccccc3)n2)s1,11,-0.1,10,-0.8
Cc1nc(N2CCN(c3ccc([N+](=O)[O-])cc3)CC2)c(C#N)c(C)c1[N+](=O)[O-],4,0.0,10,-0.1
CCOC(=O)c1ccc(CN(C(=S)Nc2ccc(C)c(Cl)c2)C(CC(C)C)C(=O)O)cc1 (stereo not given),-6,-0.1,14,-0.7
COc1cc2c(cc1OC)C(c1cccs1)N(C(=O)c1ccco1)CC2 (stereo not given),1,-0.2,1,0.5

# Next part, starting with the last four of the part before.
SMILES,MITF primary,FBW7 act,TEAD-YAP inh,GPR151 ag
Cc1nnc(NC(=O)COC(=O)CSc2nc(-c3ccccc3)cc(-c3ccccc3)n2)s1,11,-0.1,10,-0.8
Cc1nc(N2CCN(c3ccc([N+](=O)[O-])cc3)CC2)c(C#N)c(C)c1[N+](=O)[O-],4,0.0,10,-0.1
CCOC(=O)c1ccc(CN(C(=S)Nc2ccc(C)c(Cl)c2)C(CC(C)C)C(=O)O)cc1 (stereo not given),-6,-0.1,14,-0.7
COc1cc2c(cc1OC)C(c1cccs1)N(C(=O)c1ccco1)CC2 (stereo not given),1,-0.2,1,0.5
Cc1cccc(N(C)S(=O)(=O)c2ccc3[nH]cc(C(=O)N4CCN(c5ccccc5)CC4)c(=O)c3c2)c1,14,0.2,7,0.0
O=C(O)c1ccc(Cn2cc(Br)c([N+](=O)[O-])n2)o1,24,0.2,-9,0.7
COc1ccccc1NC(=O)CSc1nc2ccccc2c(=O)n1Cc1ccco1,-5,0.0,-14,-1.7
N#C/C(=C\c1ccccc1)C(=O)N1CCN(c2ncccn2)CC1,4,0.5,10,1.0
CCOC(CCn1c(SCc2cccc([N+](=O)[O-])c2)nc2ccccc2c1=O)OCC,0,0.0,-2,-0.1
COc1ccc(C(=O)c2sc3c(c2N)c(=O)[nH]c(=O)n3Cc2ccccc2)cc1,12,0.1,-3,4.3
Cn1c(NC(=O)/C=C/c2cccs2)cc(=O)n(C)c1=O,12,-0.1,-32,1.0
COc1ccc(/C=C/C(=O)Nc2cc(C(F)(F)F)ccc2Cl)cc1,15,0.5,2,-1.4
CCn1cc(CN2CCN(CC(C)C)C(CCO)C2)c(C)n1 (stereo not given),-5,-0.1,-2,0.5
CCOCCCNC(=S)N1CCC(NC(=O)c2ccc(C)cc2)CC1,1,-0.1,-1,1.1
Cc1ccc(NC(=O)c2cc(S(=O)(=O)NCCC3=CCCCC3)ccc2F)cc1C,0,0.0,-3,-0.5
CCN(CC)c1ccc(/C=N/NC(=O)c2ccccc2I)c(O)c1,22,-0.1,-9,0.0
CC(C)c1ccc(NC(=O)CN(C)S(=O)(=O)c2ccc3c(c2)C(C)(C)C(=O)N3C)cc1,19,-0.2,4,2.1
O=C(C[n+]1ccccc1)Nc1ccccc1,0,0.0,2,3.8
CC(C)(C)c1csc(CN2CCN(S(C)(=O)=O)CC2)n1,-3,0.0,1,0.0

# High-throughput results as filed in PubChem.
